PRMT1 inh: blocks human protein arginine methyltransferase 1; recombinant PRMT1, activity-based probe fluorescence polarization; 370,000 compounds, 1.3% hits; inhibition, % at 2.79 µM; Q99873;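 active means inhibition above about 21% made by adding two undisclosed values, limit read from the data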
TCR CD3 inh: inhibitors of human TCR-CD3 interaction. TAMRA-labeled TCR probe fluorescence, biochemical. inhibition, % at 9.4 µM. 360,000 compounds, 0.37% hits; in the data active means inhibition above about 19%;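 further: recombinant mutant TCR 2C K166C tagged with TAMRA read by polarization; 0% = receptor in buffer alone and 100% = receptor with positive control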
Rev-erbA mod: Rev-erb alpha (human) modulation; P20393; activity, % at 10 µM; 370,000 compounds, 0.79% hits; AID 1259318; Rev-erbα–FITC-DNA binding, fluorescence polarization, 90 min;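 active means activity above about 14%, limit read from the data; passing the limit was not always enough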;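 further: 0% = DMSO wells with 35 nM protein and 100% = DMSO wells with 750 nM protein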
Target sequence (P20393 whole entry, looked up): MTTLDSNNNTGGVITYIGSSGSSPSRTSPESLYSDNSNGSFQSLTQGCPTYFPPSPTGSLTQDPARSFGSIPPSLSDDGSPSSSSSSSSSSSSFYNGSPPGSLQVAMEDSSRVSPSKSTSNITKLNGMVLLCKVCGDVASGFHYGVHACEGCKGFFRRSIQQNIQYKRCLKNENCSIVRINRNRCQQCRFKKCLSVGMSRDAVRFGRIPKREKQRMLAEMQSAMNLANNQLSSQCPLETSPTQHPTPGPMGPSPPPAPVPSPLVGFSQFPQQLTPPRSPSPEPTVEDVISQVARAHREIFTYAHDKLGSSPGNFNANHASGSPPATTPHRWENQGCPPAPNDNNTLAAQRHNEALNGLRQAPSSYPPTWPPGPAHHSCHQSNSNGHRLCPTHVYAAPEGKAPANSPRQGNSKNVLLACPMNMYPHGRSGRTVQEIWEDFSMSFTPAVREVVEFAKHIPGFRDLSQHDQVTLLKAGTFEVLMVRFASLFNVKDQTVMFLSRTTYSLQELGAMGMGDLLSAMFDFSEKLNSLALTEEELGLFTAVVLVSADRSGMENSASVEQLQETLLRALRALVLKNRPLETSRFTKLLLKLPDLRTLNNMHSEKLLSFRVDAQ
rCAG RNA binder: r(CAG) repeat RNA binding | TO-PRO-1 dye displacement fluorescence | inhibition, % at 3 µM | 370,000 compounds, 1.3% hits | AID 651821;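 active means inhibition above the plate cutoff, the mean of all test compounds on that plate plus 3 SD, cut at about 35% in these data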;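 further: 0% = DMSO alone and 100% = 100 µM mitoxantrone as full dye displacement; higher means more dye released from RNA so lower well fluorescence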
HTRA1 inh: blocks human HTRA1 serine peptidase; Q92743; recombinant HTRA1, FP-rhodamine activity-based probe, fluorescence polarization; inhibition, % at 5.96 µM; 340,000 compounds, 0.5% hits; AID 504803; in the data active means inhibition above about 36%;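 further: 0% = enzyme with DMSO and 100% = wells lacking enzyme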
Target sequence (Q92743 whole entry, looked up): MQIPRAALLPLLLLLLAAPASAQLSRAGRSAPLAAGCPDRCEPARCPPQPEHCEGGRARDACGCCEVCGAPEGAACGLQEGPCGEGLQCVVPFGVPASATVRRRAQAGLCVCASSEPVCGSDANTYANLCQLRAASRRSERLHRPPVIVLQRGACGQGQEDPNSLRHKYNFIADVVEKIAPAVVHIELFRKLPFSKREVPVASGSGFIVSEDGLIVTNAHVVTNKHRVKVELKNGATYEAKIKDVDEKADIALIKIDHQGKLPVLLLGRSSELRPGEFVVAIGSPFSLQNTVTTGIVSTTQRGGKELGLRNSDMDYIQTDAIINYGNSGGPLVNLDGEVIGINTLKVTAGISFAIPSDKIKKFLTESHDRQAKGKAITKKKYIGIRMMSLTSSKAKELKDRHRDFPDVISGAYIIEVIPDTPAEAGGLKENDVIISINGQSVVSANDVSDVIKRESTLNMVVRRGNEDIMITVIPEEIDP
SIAE inh: blocks human sialic acid acetylesterase. Q9HAT2. SIAE FP-Rh probe binding, fluorescence polarization. inhibition, % at 9.66 µM. 370,000 compounds, 0.69% hits. AID 1053197;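 active means inhibition above a cutoff: mean of compounds within the control limits plus 3 SD of those, cut at about 17% in these data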;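 further: 0% = plate median of compound wells and 100% = probe without SIAE protein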
TDP2 inh: TDP2 (human) inhibition, absorbance primary screen; recombinant TDP2, T5PNP hydrolysis, p-nitrophenol absorbance 415 nm; inhibition, % at 12.8 µM; 370,000 compounds, 0.34% hits; AID 720702;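 active means inhibition above the mean of all tested compounds plus 3 SD, set per campaign, cut at about 25% in these data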;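 further: 0% = DMSO with enzyme and 100% = buffer with substrate but no TDP2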
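System – recombinant human TDP2 · Quantity – TDP2 enzyme at 120 nM final · Doses – single concentration, 12.8 µM nominal, with 1% DMSO · Incubation – 2 h at 37 °C · Measured by – epi absorbance of p-nitrophenol freed from T5PNP by hydrolysis · Read-out – % inhibition relative to enzyme-containing and enzyme-free wells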
mABHD4 FP: inhibits mouse alpha/beta hydrolase domain 4 | 370,000 compounds, 0.54% hits | inhibition, % at 8.92 µM | purified mABHD4, FP-Rh probe fluorescence polarization;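 active means inhibition exceeding the mean over every tested compound plus 3 SD, cut at about 30% in these data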;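 further: 0% = plate median of compound wells and 100% = S159A mutant with DMSO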
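Assay system: wild-type mouse ABHD4 protein; compound: single nominal dose of 8.92 µM, 0.89% DMSO final; schedule: 45 min + 60 min at 25 °C; measured by: FP readout, ex 525 nm / em 598 nm; evaluation: % inhibition of FP-Rh probe binding versus controls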
PG9 binder: PG9 antibody binding by small molecule; AID 624416; inhibition, % at 6.7 µM; 360,000 compounds, 0.43% hits; TR-FRET gp120-PG9 antibody binding; in the data active means inhibition above about 8.5%
LEDGF integ inh: blocks HIV-1 LEDGF/p75-dependent DNA integration; TR-FRET IN-LEDGF/p75 DNA integration, Eu/Cy5; inhibition, % at 3.7 µM; 370,000 compounds, 0.64% hits;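 active means inhibition above the screen-wide mean plus 3 SD, cut at about 13% in these data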;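 further: signal is the Cy5 over europium emission ratio at 671 and 618 nm; 0% = plate median of compound wells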
Numbers without * were called inactive; . = not tested or not shown. This is a subset, so the mix of outcomes need not match the whole.

SMILES | PG9 binder | Rev-erbA mod | HTRA1 inh | TCR CD3 inh | LEDGF integ inh | SIAE inh | rCAG RNA binder | PRMT1 inh | TDP2 inh | mABHD4 FP
Cc1cc(NS(=O)(=O)c2ccc(NC(=O)c3ccccc3F)cc2)no1 | -2.1 | -1 | 6 | -2 | 0 | -2 | 5 | -4 | -6 | -4
Cc1cc(NC(=NC2CC2)c2ccccc2F)n(-c2ccccc2)n1 | -0.9 | 1 | -8 | 0 | -3 | -7 | 0 | 3 | -2 | 7
CC(C)c1ccc(C(O)c2nc3ccccc3n2C)cc1 (configuration not stated) | -1.6 | 9 | -22 | 4 | 2 | 0 | -1 | -1 | -16 | -7
NS(=O)(=O)c1ccc(CCNC(=O)c2coc3ccccc3c2=O)cc1 | 0.8 | 3 | 3 | -2 | -5 | -2 | 6 | 5 | 5 | 8
O=C(NCc1ccccc1)C(CCc1ccccc1)n1c(=O)c(-c2ccccc2)nc2ccccc21 (configuration not stated) | 0.0 | 1 | . | 7 | 4 | -17 | 11 | 2 | 6 | -19
Nc1[nH]c(C(=O)c2ccccc2)c(-c2ccc(F)cc2)c1C(=O)NCc1ccccc1 | -2.3 | 0 | . | 9 | -4 | 3 | 2 | -3 | -2 | -1
CCc1ccc(NC(=O)C(C)OC(=O)CN2C(=O)NC3(CCCC3)C2=O)cc1 (configuration not stated) | 1.2 | 2 | 0 | -6 | -8 | 5 | -1 | 4 | 1 | 7
CCOC(=O)CSc1nnc(NCC(=O)OC)c(=O)[nH]1 | -0.8 | -2 | 1 | 7 | 2 | -1 | -1 | 56* | 8 | 1
CCOC(=O)C(CC)(CC)C(=O)/C=C/c1ccc(Br)cc1 | -0.3 | 5 | -10 | 0 | -1 | -2 | -5 | -2 | -2 | -2
Cc1[nH]c(C)c(S(=O)(=O)NCc2ccc(N(C)C)cc2)c1C(=O)N1CCCC1 | -1.5 | -5 | 3 | 10 | 0 | 0 | -3 | -4 | -5 | 2

One compound at a time, from the list above:
Cc1cc(NS(=O)(=O)c2ccc(NC(=O)c3ccccc3F)cc2)no1 as listed: PG9 binder = -2.1; Rev-erbA mod = -1; HTRA1 inh = 6; TCR CD3 inh = -2; LEDGF integ inh = 0; SIAE inh = -2; rCAG RNA binder = 5; PRMT1 inh = -4; TDP2 inh = -6; mABHD4 FP = -4
CC(C)c1ccc(C(O)c2nc3ccccc3n2C)cc1 (configuration not stated) as listed: PG9 binder = -1.6; Rev-erbA mod = 9; HTRA1 inh = -22; TCR CD3 inh = 4; LEDGF integ inh = 2; SIAE inh = 0; rCAG RNA binder = -1; PRMT1 inh = -1; TDP2 inh = -16; mABHD4 FP = -7

Additional results follow.
SMILES | PG9 binder | Rev-erbA mod | HTRA1 inh | TCR CD3 inh | LEDGF integ inh | SIAE inh | rCAG RNA binder | PRMT1 inh | TDP2 inh | mABHD4 FP
CCOc1cc(C(=O)Nc2ccc(N3CCN(C(C)=O)CC3)cc2)cc(OCC)c1OCC | -5.4 | 3 | -10 | -9 | 5 | 4 | -7 | 1 | -9 | -6
O=c1c(/C=N\NS(=O)(=O)c2ccccc2)coc2ccc(Cl)cc12 | -0.2 | -9 | -12 | 3 | 1 | 4 | 1 | 4 | 7 | -5
CN(C)S(=O)(=O)c1cccc(NC(=O)/C=C/c2ccc(S(=O)(=O)N3CCOCC3)cc2)c1 | -2.0 | 4 | -4 | 10 | 0 | -30 | 5 | 0 | 5 | -16
CC1CCCN(c2cc(N(C)CCO)c([N+](=O)[O-])c3nonc23)C1 (configuration not stated) | -2.2 | -1 | -3 | 2 | 3 | 1 | 2 | -3 | -17 | -1
Cc1nc(SCC(=O)OCc2ccccc2)c2c(=O)n(C)c(=O)n(C)c2n1 | -0.5 | 7 | 1 | -3 | -1 | 5 | 2 | -1 | 1 | -5
CC(COc1ccc(C#N)cc1F)CN1CCC(C(O)(c2ccccc2)c2ccccc2)CC1 (configuration not stated) | . | -4 | . | . | -3 | 2 | 2 | -3 | -4 | 5
C[C@H](CO)N1C[C@H](C)[C@@H](CN(C)Cc2ccc(C(=O)O)cc2)Oc2c(NS(=O)(=O)c3ccc(F)cc3)cccc2C1=O | 1.8 | 1 | 8 | 2 | -2 | 5 | 11 | 2 | 6 | 2
CSc1ccc(/C=C(/NC(=O)c2ccccc2)C(=O)NCCCn2ccnc2)cc1 | 0.2 | 3 | 4 | 1 | 0 | -5 | 2 | -3 | -7 | -3
O=C(COc1ccc(Cl)cc1Cl)OCC(=O)c1ccc[nH]1 | 0.3 | 0 | -9 | 6 | 1 | -10 | 3 | 4 | -1 | -3
COc1cc(C)c(S(=O)(=O)N2CCOCC2)cc1C(C)C | -2.0 | 4 | 0 | 1 | 0 | 13 | -2 | -3 | 2 | -4
COc1ccccc1NC(=O)c1cc(Sc2nncn2C)nc2ccccc12 | 1.3 | 0 | -2 | 5 | -1 | 2 | 3 | 1 | 5 | 0
CCN(C(=O)COC(=O)C1CCN(S(=O)(=O)c2c(Cl)cccc2Cl)CC1)C1CCCCC1 | 0.1 | -3 | -14 | 2 | 5 | -1 | -4 | -2 | -2 | -4
O=C(NC1CCc2ccccc21)C1CCN(S(=O)(=O)c2ccc(-n3cnnn3)cc2)CC1 (configuration not stated) | 0.5 | 3 | -1 | -6 | 1 | -8 | -1 | 1 | -5 | -5
Cc1ccc(CN2C(=O)CCC2C(=O)NCCCN2CCCC(C)C2)cc1 (configuration not stated) | -0.1 | -5 | -5 | 8 | -6 | 4 | 2 | -5 | -2 | 2
CO/N=C/CC(=O)c1cnc(-c2ccccc2)s1 | -1.7 | 2 | -15 | 4 | -2 | -7 | 12 | 4 | 2 | -5
Cc1cccc(Nc2c(O)nc[nH]c2=O)c1 | -2.7 | 0 | 0 | 0 | -1 | 5 | 1 | 3 | 2 | 1
Cc1cc(Nc2cccc(C)c2C)n2ncnc2n1 | 0.1 | 1 | 6 | 3 | -1 | -8 | 3 | -4 | 6 | 2
NC(=O)N1CCCC1C(=O)Nc1ccc(Cl)c(Cl)c1 (configuration not stated) | 0.9 | 7 | -1 | 8 | -4 | 2 | -4 | -1 | -8 | -1
O=S(=O)(/C=C/c1ccccc1)Nc1ccc(N2CCOCC2)cc1 | -0.5 | -2 | 5 | 2 | 0 | 4 | 3 | 2 | -7 | 0
O=C(Nc1cccc(Cl)c1)N1N=CCC1c1ccccc1 (configuration not stated) | 1.1 | -2 | . | -4 | -1 | 3 | -4 | -1 | 10 | -6
Cc1cc(S(=O)(=O)N(Cc2cccs2)Cc2ccccc2F)ccc1-n1cnnn1 | -0.4 | 9 | -33 | 6 | 1 | -2 | -1 | -1 | 2 | -21
CN(C)C1(CNC(=O)Nc2ccccc2)CCCCC1 | -2.2 | -3 | 1 | 2 | 5 | 4 | -1 | -6 | -12 | -8
CCCOC(=O)c1ccc(NC(=O)C2C3C=CC(O3)C2C(=O)O)cc1 (configuration not stated) | -0.3 | 6 | 1 | 3 | -1 | 0 | 3 | 6 | -1 | 3
O=C(CN1C(=O)c2ccccc2S1(=O)=O)Nc1ccccn1 | 2.7 | -1 | 7 | 2 | -4 | 0 | -2 | -2 | -8 | 5
COC(=O)c1ccc(-c2csc(NC(=O)c3ccc(S(=O)(=O)N4CCc5ccccc5C4)cc3)n2)cc1 | -1.1 | 4 | -1 | 8 | -2 | 8 | 1 | 0 | 8 | 2
Cc1cccc(-n2c(O)c(/C=N/NC(=O)c3ccccc3Cl)c3ccccc3c2=O)n1 | -11 | 1 | 24 | 28* | 6 | 5 | 14 | -1 | -8 | 0
CCCOc1ccc(/C=N/Nc2ccccc2[N+](=O)[O-])c(OCCC)c1 | -2.0 | 7 | 12 | -3 | 1 | 9 | 3 | 2 | -5 | 3
Cc1ccc(NC(=O)c2cc(S(=O)(=O)N3CCOCC3)cs2)cc1 | -2.8 | -3 | 3 | -5 | -1 | -6 | -1 | 0 | 5 | 0
O=C(OCC(O)C(O)C(O)COC(=O)c1ccccc1)c1ccccc1 (configuration not stated) | -0.3 | 7 | -1 | -3 | 0 | 9 | -3 | 6 | 8 | 2
CCn1cc([N+](=O)[O-])c(C(=O)NCc2ccc3c(c2)OCO3)n1 | -1.4 | -2 | 2 | 8 | 2 | 1 | 1 | -6 | 20 | 3
COc1cccc(/C=N\NC(=O)c2cc(OCC(F)(F)F)ccc2OCC(F)(F)F)c1 | -0.3 | -9 | -4 | 6 | 0 | 0 | -7 | -3 | 1 | 0
N=C(N)N=Nc1c(O)[nH]c2ccc(Br)cc12 | -7.1 | 2 | 7 | -5 | -1 | 12 | 10 | -3 | 6 | 3
O=C(c1ccccc1Sc1c(Cl)cccc1[N+](=O)[O-])N1CCOCC1 | -1.1 | -3 | 2 | 2 | 2 | 0 | 0 | 2 | 7 | 0
CCN1C(=O)[C@H]2[C@@H](c3ccc(-c4ccc(Cl)c(Cl)c4)c(OC)c3)N[C@@](C)(C(=O)OC)[C@H]2C1=O | 1.2 | 4 | -16 | 2 | 0 | 0 | 2 | 3 | 4 | 3
O=C(NCc1cccnc1)C1CCN(S(=O)(=O)c2cc([N+](=O)[O-])ccc2Cl)CC1 | -2.6 | -8 | 4 | -11 | -2 | -1 | 3 | 2 | -4 | -3
CC1CCCC(C)N1CC(O)COCC1COc2ccccc2O1 (configuration not stated) | -1.1 | 1 | -1 | -4 | -3 | -1 | 11 | 3 | -7 | -3
COc1ccc(C(=O)CSc2nnc(-c3ccc(C(C)(C)C)cc3)n2C)cc1 | . | -3 | . | . | 1 | 2 | 6 | -1 | 1 | 4
NC(=O)c1ccccc1NC(=O)COC(=O)C1(c2ccccc2)CC1 | -0.7 | 1 | -11 | 4 | 0 | 0 | -2 | 0 | 4 | -1
C=C(C)C1CC=C(C)/C(=N/NC(=O)COc2ccc(C)cc2)C1 (configuration not stated) | -1.0 | 1 | -6 | 0 | -4 | 1 | 3 | 0 | -2 | -7
Cc1ccc(-c2nc3cc(NS(=O)(=O)c4ccc(C)cc4)ccc3o2)cc1 | 1.2 | 1 | -101 | -1 | 0 | -123 | 14 | 1 | 2 | -37
C[C@H](NC(=O)[C@@H]1CCCN1C(=O)[C@@H]1CCCN1C(=O)c1ccc(Cl)cc1)c1ccccc1 | 0.8 | -1 | . | 0 | 2 | -10 | 0 | -8 | -7 | -13
CCOC(=O)Cn1nc(/C=C/c2ccc(C(C)C)cc2)ccc1=O | -0.6 | 3 | -10 | 7 | 3 | -7 | -6 | -3 | -2 | -5
N#Cc1ccc(N2CCN(C(=O)c3cccs3)CC2)c(F)c1 | 0.8 | 5 | 1 | -4 | -5 | 0 | -6 | 0 | -3 | -4
CCOC(=O)C1(Cc2ccccc2)CCCN(CCO)C1 (configuration not stated) | 1.1 | 9 | -2 | 4 | 1 | 6 | -4 | 1 | 5 | -1
O=C(N/N=C/C1CCCCC1)c1ccccn1 | -1.0 | 2 | 3 | -4 | -2 | -1 | 1 | 2 | -2 | -2
O=C(Nc1ccc(-c2n[nH]c(=S)o2)cc1)c1ccccc1Cl | -0.9 | 2 | 3 | -8 | 5 | 4 | 13 | 19 | -3 | 1

Screening data from PubChem.
